NPYLR7 agonist = agonists of mosquito NPYLR7 receptor, primary screen, cell-based, Aedes aegypti, calcium fluorescence, mosquito biting behavior. 0.15% of 270,000 active. activation, % at 10 µM. Aedes aegypti neuropeptide Y-like receptor 7 (NPYLR7). AID 1259423, 2018. HEK293T NPYLR7/Galpha15, GCaMP6s calcium fluorescence; in the data active means activation above about 40%;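 further: 0% = vehicle and 100% = reference agonist at the receptor; some compounds past the cut are filed as inactive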
hcGAS inh = Primary biochemical luminescence assay for human cyclic GMP-AMP synthase inhibitors; Q8N884; recombinant h-cGAS, ATP depletion, Kinase-Glo luminescence; inhibition, % at 12.5 µM; 0.081% of 290,000 active;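 further: 0% = vehicle reaction and 100% = reaction without DNA for no activity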
Target sequence (Q8N884 whole entry, looked up): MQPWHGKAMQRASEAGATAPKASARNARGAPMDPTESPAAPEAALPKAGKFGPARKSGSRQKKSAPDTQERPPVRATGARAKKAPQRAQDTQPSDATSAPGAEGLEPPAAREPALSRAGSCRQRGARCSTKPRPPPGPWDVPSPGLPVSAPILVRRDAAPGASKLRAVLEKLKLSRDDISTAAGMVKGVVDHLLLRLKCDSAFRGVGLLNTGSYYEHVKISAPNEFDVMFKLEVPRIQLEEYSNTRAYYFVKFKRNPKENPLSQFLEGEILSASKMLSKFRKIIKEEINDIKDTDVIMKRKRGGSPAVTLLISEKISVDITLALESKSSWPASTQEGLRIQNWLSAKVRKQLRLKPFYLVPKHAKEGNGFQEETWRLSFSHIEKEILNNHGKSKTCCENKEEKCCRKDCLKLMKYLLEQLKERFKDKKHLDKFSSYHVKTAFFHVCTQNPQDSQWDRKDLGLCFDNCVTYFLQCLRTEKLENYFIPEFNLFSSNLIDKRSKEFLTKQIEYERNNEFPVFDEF
mcGAS lum = cyclic GMP-AMP synthase inhibitors, mouse, primary biochemical chemiluminescence; Q8C6L5; recombinant cGAS, Kinase-Glo ATP depletion luminescence; inhibition, % at 12.5 µM; 0.15% of 160,000 active; AID 1259399, 2018;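 further: 0% = negative control wells and 100% = reference inhibitor with no enzyme activity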
Starred values were filed as active, the others as inactive; x = no result given; & = joins results of further samples. Unless noted, no stated cut-off is given here; in the data, active means inhibition above about 40%; inactive means the rest.

SMILES	NPYLR7 agonist	hcGAS inh	mcGAS lum
CCn1cc(C(CC(=O)N2CCN(Cc3ccc4c(c3)OCO4)CC2)c2ccc(F)cc2)c2ccccc21 (stereo unspecified)	x	-3	-5
COc1ccc(N2C(=O)C3SC(=N)C(C#N)C4(CCCC4)C3C2=O)cc1 (stereo unspecified)	0	2	x
COc1ccc(CNC(=O)c2csc(COC(=O)c3ccccc3)n2)c(OC)c1	-8	-5	-6
COCC1CCN(Cc2cc3n(n2)CCNC3)C1 (stereo unspecified)	6	-4	x
Cc1c(CCc2ccncc2)c(=O)n2c([nH]c3ccccc32)c1C#N	0	-4	-8
COc1ccc(-c2nc(OCc3ccc(F)cc3)nn2-c2ccc(NC(=O)C3CCC3)cc2)cc1	10	-3	-8
CCCCN(Cc1cccn1Cc1ccc(Br)cc1)C(=O)CN(CCCOC)S(=O)(=O)c1ccc(F)cc1	34	-6	-6
Cc1cccc(CC(=O)Nc2c(C)nc3scc(C)n3c2=O)c1	4	-1	1
CSc1cccc(CNC(=O)COc2ccc(N3CCN(c4ccccn4)CC3)nn2)c1	19	-8	-10
CCCNC(=O)c1c(C)c(CC)c(C)n1CC	2	-5	-7
O=C(OCC(=O)c1ccc[nH]1)c1ccc(COc2ccccc2)cc1	15	-12	x
CCOC(=O)c1ccc(CNC(=O)c2cnc(C)nc2C)o1	-18	-1	x
Cc1cc(C)cc(CCC(=O)N(Cc2ccncc2)C2CCN(C)CC2)c1	12	-4	x
CC(C)CCN1C(=O)C2(NN(CCO)C(=Nc3ccccc3)S2)c2ccccc21 (stereo unspecified)	0	-7	x
NC(=O)c1cnc2n1CCN(C(=O)Cn1c(C3CC3)nc3ccccc31)C2	-5	-5	x
Cc1sc(-c2c(C#N)c(N)nc3c2CCCCCC3)cc1[N+](=O)[O-]	3	-9	x
O=C(c1cccnc1S(=O)(=O)C(F)(F)F)N1CCCc2ccc(F)cc21	8	-4	x
CC(=O)Nc1ccc(SCCCC(=O)Nc2ccncc2)nn1	1	-7	-11
NC(=O)C1CCCN1CCc1cccs1 (stereo unspecified)	6	-6	-12
COCC1CCN(Cc2nc(C(c3ccccc3)c3ccccc3)no2)CC1	3&14	-5&-5	-6

Random excerpt: 5 records from the list
SMILES	NPYLR7 agonist	hcGAS inh	mcGAS lum
COc1ccc(CNC(=O)c2csc(COC(=O)c3ccccc3)n2)c(OC)c1	-8	-5	-6
O=C(c1cccnc1S(=O)(=O)C(F)(F)F)N1CCCc2ccc(F)cc21	8	-4	x
COCC1CCN(Cc2nc(C(c3ccccc3)c3ccccc3)no2)CC1	3&14	-5&-5	-6
NC(=O)C1CCCN1CCc1cccs1 (stereo unspecified)	6	-6	-12
Cc1cc(C)cc(CCC(=O)N(Cc2ccncc2)C2CCN(C)CC2)c1	12	-4	x

Carrying on:
SMILES	NPYLR7 agonist	hcGAS inh	mcGAS lum
CCOc1ccc(-c2nc(C(N)=O)c3[nH]c(=O)n(-c4ccc5c(c4)OCO5)c3n2)cc1	-6	-3	-5
CC(C)Oc1nc(-c2cccc(F)c2)n(-c2ccc(NC(=O)c3ccc([N+](=O)[O-])cc3Cl)cc2)n1	-3	4	1
Cc1noc(C)c1CC(=O)NCCC12CC3CC(CC(C3)C1)C2	5	-6	-6
CCNC(=O)OC1CCN(C(=O)c2cc3ccccc3s2)CC(=O)N(C)c2ccccc21 (stereo unspecified)	2	-2	-8
O=C(CCSc1ccc(F)cc1)Nc1nccs1	6	-7	-6
COc1cccc(C2CCCN2CC(=O)Nc2ccccc2NC(C)=O)c1 (stereo unspecified)	8	-3	x
COc1ccccc1C(=O)N1CCN(Cc2nc(-c3ccoc3)oc2C)CC1	3	-5	x
CC(CNC(=O)c1nn(-c2ccccc2)cc1O)Cn1cccn1 (stereo unspecified)	-2	0	x
CCCn1c(=O)c(C(=O)N2CCCC2)nn(-c2ccc(Cl)cc2)c1=O	6	-2	-9
O=S(=O)(NCCCn1cccn1)c1ccccc1C(F)(F)F	14	-5	-5
O=C(Nc1ccccc1Cl)C(=O)N1CCC2(CC1)C(=O)Nc1ccccc12	7	-6	x
NC(=O)C(OC(=O)c1c2ccccc2cc2ccccc12)c1ccccc1 (stereo unspecified)	-1	8	x
Cc1cc2c(c(=O)n1CCCn1ccnc1)C(c1ccccc1)C(C#N)C(=N)O2 (stereo unspecified)	-4	-8	x
CNC(=O)C1CCC(Cn2c(=O)c3sccc3n(Cc3cccc(C)c3)c2=O)CC1 (stereo unspecified)	4	-3	-8
CCN1CCN(c2nc3c(c(=O)[nH]c(=O)n3C)n2Cc2c(Cl)cccc2Cl)CC1	-3	-5	x
CC(=O)NCCNC(=O)Cn1nnc(-c2ccccc2)c1COc1ccc2ccccc2c1	-2	-2	x
Cn1c(-c2ccncc2)nn(CN2CCN(c3ccccc3)CC2)c1=S	8	-4	x
COc1cccc(CC2(CO)CCCN(c3ncccn3)C2)c1 (stereo unspecified)	1	-9	x
CCN(CC)c1nc(C)nc2ccccc12	16	-11	x
CC(C)(C)CC(C)(C)Nc1c(-c2ccc(C(F)(F)F)cc2)nc2ccc(Cl)cn12	-4	-6	-9
O=S(=O)(NC1CCCC1)c1ccccc1C(F)(F)F	6	-12	-7
CN(Cc1ccc(Cl)s1)C(=O)COc1ccccc1C(N)=O	8	-5	x
c1ccc(CN2C[C@H](Oc3ccccn3)[C@H]3C[C@@H]2CC[C@H]3N2CCOCC2)nc1	28	-6	-10
Cc1ccccc1C(NS(C)(=O)=O)c1ccccc1 (stereo unspecified)	-2	-4	-8
Cc1ccc(NC(=O)C2(C)CCN(C(C)C)C2)cc1C (stereo unspecified)	-3	-1	x
CC(NC(=O)CCNC(=O)c1ccsc1)c1ccc(Cl)c(Cl)c1 (stereo unspecified)	-5	2	x
CCc1ccc(-c2ccc(Nc3ccc(F)cc3F)nn2)cc1S(N)(=O)=O	-16	0	x
COCC(=O)N1CCN(C(=O)NC(C)c2cc(C)cc(C)c2)CC1 (stereo unspecified)	5	-4	x
Cc1cc(C(C)NC(=O)c2ccc(C#N)cc2)c(C)s1 (stereo unspecified)	-1	-9	x
COc1cc(OC)cc(N2C(=O)/C(=C\c3ccncc3)N(C)C2=S)c1	18	-4	1
COc1ccc(OC)c(C2C(=C(O)c3ccc(F)cc3)C(=O)C(=O)N2CCN2CCOCC2)c1 (stereo unspecified)	6	-3	-6
CC(=O)Nc1ccc(NC(=O)c2nnn(-c3cccc(C)c3)c2C)cc1	-6	-1	-2
COc1nn(C)cc1C(=O)Nc1ccon1	3	-4	x
Cn1c(=O)[nH]c2nnc(-c3cccnc3)nc2c1=O	-6	41*	58*
O=c1oc2ccccc2c(O)c1C=Nc1cccnc1	-14	-3	x
CC(Cc1ccsc1)N(C)S(=O)(=O)N(C)C (stereo unspecified)	-6	0	x
Cc1ccc(S(=O)(=O)NC2CCCC(C(F)(F)F)C2)cc1 (stereo unspecified)	-1	-2	x
Cc1nc2cc(OCc3cc(C(=O)N4CCc5ccccc5C4)no3)ccc2s1	7&5	-6&-2	-3
Cc1ccc(CN(CCc2ccccc2)C(=O)CN(C(=O)c2ccccc2F)C2CCCCC2)o1	-4	5	-2
CC1CCC2C(C1)NN(c1ccccc1)C2(C)C (stereo unspecified)	0	-6	x

Compound profiles, from the list above. Order of values: NPYLR7 agonist	hcGAS inh	mcGAS lum
O=c1oc2ccccc2c(O)c1C=Nc1cccnc1 in the list: -14	-3	x
Cc1ccccc1C(NS(C)(=O)=O)c1ccccc1 (stereo unspecified) in the list: -2	-4	-8

Other results follow:
SMILES	NPYLR7 agonist	hcGAS inh	mcGAS lum
CCCN(Cc1ccc(SC)cc1)C(=O)c1cc(C)[nH]n1	1	-5	x
CCc1nc2c(OCc3ccc(Cl)cc3Cl)cccn2c1N(C)C(=O)c1ccc(OC)cc1	-3	-5	-5
CC(c1nccs1)N(C)C(=O)C1(c2ccccc2F)CC1 (stereo unspecified)	9	-6	-10
CCN1CCN(C(c2ccc(F)cc2)c2c(O)cc(C)n(Cc3ccc(OC)cc3)c2=O)CC1 (stereo unspecified)	9	-3	x
CS(=O)(=O)c1ccc(-c2ccccc2C(=O)NCCc2c[nH]c3ccccc23)cc1	-9	-9	-2
CC(C)(C)n1nc2c(c1NC(=O)CCc1ccccc1)CSC2	-3	-5	-9
Cc1cc2c(=O)n(Cc3ccco3)c(SCC(=O)Nc3ccc(F)cc3)nc2s1	1	-6	-3
CCOC(=O)c1cc(-c2ccc(N3CCN(C(=O)COC)CC3)cc2)n(-c2ccc(F)cc2)n1	-7	3	2
Cc1csc(NC(=O)Cn2nc(C)cc2C(=O)N2CCOCC2)n1	1	-7	x
CCCCCN1C(=O)/C(=C2\SC(=S)N(c3ccc(Br)cc3)C2=O)c2ccccc21	15	-4	-6
C=CCn1c(N(C)Cc2ccccc2)nc2c1c(=O)n(C)c(=O)n2C	10	-10	x
Cc1ccc2nc(C)c(C(=O)N(C)Cc3noc(-c4ccccc4)n3)n2c1	0	-3	-13
CCS(=O)(=O)c1ccccc1C(=O)N(C)Cc1ccc(C(F)(F)F)cc1	-1	-7	-16
C=CCOC1C[C@](OCc2cccc(OC)c2)(C(=O)NCC2CCCO2)C[C@H]2OC(C)(C)O[C@@H]12 (stereo partly specified)	28	-6	-2
COc1ccc(Nc2nc(N(C)C)nc3[nH]ncc23)cc1	1	-17	x
CN(C(=O)C1CCN(S(=O)(=O)c2ccc(C(F)(F)F)cc2)CC1)C(c1ccc(F)cc1)c1ccccn1 (stereo unspecified)	3	-4	-1
COc1ccc(C2=NN(C(=O)CN3CCCC3)C(c3ccc(C)cc3)C2)cc1OC (stereo unspecified)	-3	1	-3
O=S(=O)(c1ccc(Cl)c(Cl)c1)N1CCNCC1	0	-1	x
CCOC(=O)C1CCN(C(=O)CCc2ccc(-c3ccc(Cl)cc3)n2-c2ccc(OC)cc2)CC1	1	-2	-8
COc1ccc(OC)c(-c2nnc3ccc(OCCNC(=O)Nc4ccc(C)cc4)nn23)c1	-3	-8	-2

Arranged by count of non-hydrogen atoms (falling): five of the compounds above.
SMILES	NPYLR7 agonist	hcGAS inh	mcGAS lum
CC(C)Oc1nc(-c2cccc(F)c2)n(-c2ccc(NC(=O)c3ccc([N+](=O)[O-])cc3Cl)cc2)n1	-3	4	1
CCN1CCN(C(c2ccc(F)cc2)c2c(O)cc(C)n(Cc3ccc(OC)cc3)c2=O)CC1 (stereo unspecified)	9	-3	x
CCCCCN1C(=O)/C(=C2\SC(=S)N(c3ccc(Br)cc3)C2=O)c2ccccc21	15	-4	-6
COc1cc(OC)cc(N2C(=O)/C(=C\c3ccncc3)N(C)C2=S)c1	18	-4	1
O=S(=O)(c1ccc(Cl)c(Cl)c1)N1CCNCC1	0	-1	x

Going on with the list:
SMILES	NPYLR7 agonist	hcGAS inh	mcGAS lum
C=CCOCC(O)CN(Cc1cccc(Cl)c1)CC1CC(c2ccccc2C)=NO1 (stereo unspecified)	-3	-6	-4
CC(C)c1ccc(NC2CCCN(C(=O)CCN3CCCCC3=O)C2)cc1 (stereo unspecified)	8	-1	x
C=CCn1c(=O)c2c(OCCC)ccnc2n(C)c1=O	0	-1	x
COc1ccc(OC)c(NC(=O)c2oc3ccc(Br)cc3c2C)c1	-2	-8	-7
Cc1nnc2n1CCCCC2	18	-4	x
COc1ccc(NC(=O)C2CCN(C(=O)[C@@H]3CCCN3C(=O)Nc3c(F)cc(Br)cc3Br)CC2)cc1	-18	0	0
CC(NC(=O)c1cc(-c2cccc(Br)c2)nc2ccccc12)c1ccccc1 (stereo unspecified)	2	-6	-9
COCCN(Cc1ccc(OC)cc1)c1c(C)nc2ccc(C(=O)NCCN3CCCC3)cn12	-5	-7	-4
O=C(c1ccc(F)cc1)N1CCN(c2nc(C3CCOCC3)nc3c2cnn3-c2ccccc2)CC1	10	-3	-6
Cc1cccc(CN2CCN(c3ccc(-c4ccccc4)cc3)C(=O)C2C)c1 (stereo unspecified)	6	-2	x
O=C(c1ccc([N+](=O)[O-])cc1Cl)N1CCN(C(=O)c2ccc([N+](=O)[O-])cc2Cl)CC1	7	2	x
COc1cn(CC(=O)NC(C)C)c(CSc2nc(C)cc(C)n2)cc1=O	-5	-6	-6
CN(Cc1cc(-c2ccccc2)no1)CC1CCOC1 (stereo unspecified)	1	-7	x
Cc1ccc(S(=O)(=O)N(CC(=O)N2CCc3sccc3C2COc2ccc(C)cc2C)CC2CCCO2)cc1 (stereo unspecified)	-3	-8	-7
CCN(Cc1ccccc1)c1nc(-c2cccc(Cl)c2Cl)nc2ccccc12	0	-2	-5
CCNC(=O)N[C@H]1[C@H](O)C[C@@H]2CC(C)(C)OC[C@]21O	2	6	-7
Cc1c(Cl)cccc1NC(=O)CSc1nc(=O)n(CCCN2CCOCC2)c2c1CCC2	-3	1	-6
CN(Cc1ccccc1)C1CCCc2c1cnn2C (stereo unspecified)	-5	-12	x
O=C(CCCn1ccnc1)NC1CC(=O)N(Cc2cccc3ccccc23)C1 (stereo unspecified)	19	-9	-11
CC(C)CCSCC(=O)NCc1ccc(C(=O)N2CCN(C)CC2)cc1	5	-6	x
CCOc1ccccc1C(=O)N1CCC(c2nc(-c3ccccc3Cl)no2)CC1	-5	0	-4
Cc1ccc(NC(=O)Cn2c(O)c(N=Nc3ccccc3)c3ccccc32)cc1	-6	4	3
CC1Cc2ccccc2N1P1(=O)C=C(c2ccccc2)OC(c2ccccc2)=C1 (stereo unspecified)	1	4	0
COc1ccc(Cl)cc1C(=O)NNC(=O)c1cccc(S(=O)(=O)N(C)C)c1	-2	-1	-10
NC(=O)CCS(=O)(=O)CCN1CCN(Cc2ccc(Cl)s2)CC1	7	-3	x
Cc1ccc(CN(Cc2ccc(F)cc2)CC(O)COCc2ccccc2)s1 (stereo unspecified)	24	-2	-5
Cc1ccc(S(=O)(=O)NC(=O)C2(C)CCN2C(=O)Cc2cccs2)nc1 (stereo unspecified)	8	-1	x

Screens deposited in PubChem BioAssay by Fisher Drug Discovery Resource Center.

Rows were taken by chance (roughly 0.29% active in at least one column).
